Screening data deposited in PubChem by National Center for Advancing Translational Sciences (NCATS).
MBNL1 CUG block: MBNL1-poly(CUG) RNA binding inhibition; TR-FRET MBNL1-His/biotin-(CUG)12 binding, 665/545 ratio; 0.036% of 280,000 active; AID 2675; Q9NR56; Potency, µM (highest dose often 57.5 µM), inactives show at the highest dose activity change, negative = inhibition, usual class: inhibitors; active = well fitted inhibition curve with a large enough effect in the signal ratio, with a control signal flat, not every such curve was filed as active; inconclusive = small, poorly fitted or top-dose-only effect, or effect the other way, or a change in a side signal; inactive = no such curve, though single readings can be large or run the other way; the % refers to the signal ratio; note: potency is the fitted concentration of half-maximal effect; % is set by controls: 0 for no effect and ±100 for the full control effect
Target sequence (Q9NR56 whole entry, looked up): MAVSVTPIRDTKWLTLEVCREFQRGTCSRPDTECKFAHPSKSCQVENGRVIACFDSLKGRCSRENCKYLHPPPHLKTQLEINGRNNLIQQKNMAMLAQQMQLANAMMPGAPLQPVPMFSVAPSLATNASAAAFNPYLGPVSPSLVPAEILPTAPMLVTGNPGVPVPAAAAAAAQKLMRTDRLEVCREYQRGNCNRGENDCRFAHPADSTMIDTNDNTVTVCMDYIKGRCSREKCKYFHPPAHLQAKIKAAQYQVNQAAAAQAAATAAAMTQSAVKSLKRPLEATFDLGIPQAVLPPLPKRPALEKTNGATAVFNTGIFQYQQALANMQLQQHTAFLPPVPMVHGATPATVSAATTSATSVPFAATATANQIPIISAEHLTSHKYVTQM
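TR-FRET between His-tagged MBNL1 and biotin-(CUG)12 RNA, detected with Tb anti-His antibody (0.055 ng/ul) and streptavidin-XL665 (5 nM), 60 min at room temperature. Compounds titrated 92 nM to 58 uM; 665/545 nm ratio normalized to buffer and complex controls.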
Mito fusion yeast: inhibitors of mitochondrial division or activators of mitochondrial fusion; S. cerevisiae fusion-defective mutant growth rescue, CellTiterGlo 48 h; Potency, µM (highest dose often 46.1 µM), without a hit: at the highest dose growth rescue (activation), usual class: activators; 0.23% of 320,000 active; AID 485298;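 note: potency is the fitted concentration of half-maximal effect; % of control where 0% means no effect; nearly all actives have a fitted effect of over 45% in size; temperature-sensitive fusion mutants such as fzo1-1 at 37 °C on non-fermentable ethanol glycerol medium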
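Yeast fusion mutant, YPEG (non-fermentable carbon), compound, 48 h at 37C non-permissive; CellTiterGlo added, 10 min RT, luminescence read. Rescued growth = division inhibition.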
Rab9 prom act: activators of Rab9 promoter; Huh7 Rab9 promoter-luciferase reporter, luminescence, 24 h; Potency, µM (doses to about 9.22 µM), for inactives: top-dose activation, negative = inhibition, most hits filed as activators; 2.8% of 320,000 active; AID 485297; note: potency is the fitted concentration of half-maximal effect; % of control where 0% means no effect; nearly all actives have a fitted effect of over 60% in size
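Measured in stably transfected Huh7 cells bearing a Rab9 promoter–luciferase construct: 24 h compound treatment at 37 °C, followed by luminescence detection.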
FLuc modulator: inhibits or activates purified firefly luciferase, miR-21 counter-screen; purified FLuc, Km substrates, luminescence inhibition; Potency, µM (highest dose often 57.5 µM), for inactives: at the top dose activity change, negative = inhibition, actives largely listed as inhibitors; 6.9% of 360,000 active; AID 588342;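 note: potency is the fitted concentration of half-maximal effect; plate controls were vehicle for no effect and reference inhibitor for full effect; nearly all actives have a fitted effect of over 55% in size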
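Purified P. pyralis luciferase (10nM final) with 10uM D-luciferin and 10uM ATP (Km levels) in 50mM Tris acetate pH 7.5, 10mM Mg acetate, 0.01% Tween-20, 0.05% BSA; qHTS 6-point titration, ~60 µM downward; luminescence read.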
PKM2 activator: PKM2 (human) enzyme activation. Potency, µM (titrated, usually from 57.5 µM), without a hit: at the top dose activation, actives largely listed as activators. purified PKM2, Kinase-Glo ATP luminescence, activation; response scale: 0% is enzyme alone, no compound. 0.34% of 260,000 active; note: potency is the fitted concentration of half-maximal effect; % is set by controls: 0 for no effect and ±100 for the full control effect; nearly all actives have a fitted effect of over 55% in size
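hPK-M2, >95% pure; 0.1 mM ADP / 0.5 mM PEP final; imidazole pH7.2 buffer w/ 7 mM MgCl2, 50 mM KCl; 1 h RT; Kinase-Glo lum. Intermediate enzyme activity for dual inhibitor/activator qHTS.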
NPC1 promoter act: activates the NPC1 promoter; 2.4% of 320,000 active; Huh7 NPC1 promoter luciferase reporter, 24 h; Potency, µM (top dose mostly 9.22 µM), for inactives: at the top dose activation, hits mostly activators; AID 485313;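 note: potency is the fitted concentration of half-maximal effect; % of control where 0% means no effect; nearly all actives have a fitted effect of over 60% in size; reporter is driven by a mutant NPC1 promoter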
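Luciferase expression driven by the NPC1 promoter was measured in stably transfected Huh7 cells after a 24 h compound incubation, using a luciferase reagent and a luminescence read.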
ELG1 repair inh: blocks ELG1-dependent DNA repair in HEK293T cells; HEK293T ELG1-luciferase reporter, luminescence, 16 h; DNA damage induced by 5-fluorouridine; Potency, µM (highest dose often 46.1 µM), for the others: at the highest dose activity change, negative = inhibition, most hits filed as inhibitors; 2.3% of 330,000 active; AID 504467; note: potency is the fitted concentration of half-maximal effect; % is set by controls: 0 for no effect and ±100 for the full control effect; nearly all actives have a fitted effect of over 55% in size
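Step one: seed 2,000 cells per well. Step two: pin-transfer compound or DMSO alongside 5-fluorouridine. Step three: incubate 16 hr, 37 °C, 5% CO2. Step four: add ONE-Glo, wait 30 min, read luminescence.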
KCNH2 3.1 inh: blocks the human KCNH2 3.1 channel isoform | 0.95% of 340,000 active | AID 720553 | activity change, % (tested at about 1.8 µM) | U2OS KCNH2 3.1, thallium flux FluxOr; active compounds read low;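 active = maximum activity change below -70%; inconclusive = maximum activity change from -70% to -50%; inactive = maximum activity change above -50%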;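 note: thallium influx rate constant from kinetic fluorescence after stimulation buffer; % is set by controls: 0 for no effect and ±100 for the full control effect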
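Normalized rate constant (relative to positive and negative DMSO controls) derived from a 2 min kinetic fluorescence read after stimulation; U2OS cells expressing the 3.1 isoform via virus at 1.77 x 10^8 /mL.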
RORg inh: inhibitors of mouse ROR gamma transcriptional activity; 5.4% of 310,000 active; AID 2551; Drosophila S2 Gal4-RORgamma UAS-luciferase reporter, 20 h; P51450; Potency, µM (doses to about 53.6 µM), for inactives: top-dose activity change, negative = inhibition, most hits filed as inhibitors; note: potency is the fitted concentration of half-maximal effect; % is set by controls: 0 for no effect and ±100 for the full control effect; nearly all actives have a fitted effect of over 60% in size
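Luciferase reporter read in Schneider cells carrying Gal4-RORγ (mouse) and UAS-Photinus luciferase; cells given compound 1 h before 700 uM copper sulfate induction, then incubated 20 h at ambient temperature.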
Menin MLL FP TR: displaces Texas Red mutant MLL peptide from human menin. O00255. Menin + Texas Red MLL mutant peptide, fluorescence polarization. Potency, µM (top dose mostly 61.6 µM), without a hit: at the highest dose FP activity change, negative = inhibition, hits mostly inhibitors. 0.23% of 270,000 active; active = well fitted inhibition curve with a large enough effect in the polarisation, with a control signal flat, not every such curve was filed as active; inconclusive = small, poorly fitted or top-dose-only effect, or effect the other way, or a change in a side signal; inactive = no such curve, though single readings can be large or run the other way; the % refers to the polarisation; note: potency is the fitted concentration of half-maximal effect; % of control where 0% means no effect; many of its hits are not listed in these tables
Target sequence (O00255 whole entry, looked up): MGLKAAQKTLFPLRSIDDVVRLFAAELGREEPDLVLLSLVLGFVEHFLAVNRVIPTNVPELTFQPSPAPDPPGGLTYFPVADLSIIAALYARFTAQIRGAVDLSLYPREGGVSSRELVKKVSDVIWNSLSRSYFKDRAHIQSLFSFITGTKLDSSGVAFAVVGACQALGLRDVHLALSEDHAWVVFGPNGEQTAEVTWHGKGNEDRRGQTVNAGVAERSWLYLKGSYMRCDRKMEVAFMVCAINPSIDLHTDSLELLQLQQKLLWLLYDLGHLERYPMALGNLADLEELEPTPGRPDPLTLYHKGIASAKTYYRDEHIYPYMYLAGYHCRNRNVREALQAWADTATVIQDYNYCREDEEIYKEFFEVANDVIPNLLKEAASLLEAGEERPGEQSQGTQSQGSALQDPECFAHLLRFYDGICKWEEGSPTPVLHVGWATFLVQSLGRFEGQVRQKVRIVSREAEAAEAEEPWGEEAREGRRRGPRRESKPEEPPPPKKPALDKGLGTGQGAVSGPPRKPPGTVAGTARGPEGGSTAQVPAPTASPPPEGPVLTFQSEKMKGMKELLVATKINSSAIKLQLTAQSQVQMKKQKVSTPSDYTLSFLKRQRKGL
VP16 counter: inhibits Gal4-VP16 luciferase reporter, ROR gamma counter-screen | Drosophila S2 Gal4-VP16 UAS-luciferase, luminescence, 20 h | Potency, µM (highest dose often 53.6 µM), for the others: top-dose activity, negative = inhibition, actives largely listed as inhibitors | 3.5% of 310,000 active;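 note: Gal4-VP16 expression switched on by copper sulfate through the metallothionein promoter; potency is the fitted concentration of half-maximal effect; % is set by controls: 0 for no effect and ±100 for the full control effect; nearly all actives have a fitted effect of over 50% in size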
* hit, by the source's call; u = inconclusive; x = not tested or not shown; [ ] = another dose, or the depositor's remark. Unless noted, calls come from the whole dose curve; as a rule, active = well fitted curve in the direction sought with a large enough effect; inconclusive = small, poorly fitted or top-dose-only effect, or another doubt; inactive = no such curve, though single readings can be large; an effect the other way counts as inactive or inconclusive. Only part of the results is shown, so the mix of outcomes need not match the whole.

SMILES	MBNL1 CUG block	Mito fusion yeast	Rab9 prom act	FLuc modulator	PKM2 activator	NPC1 promoter act	ELG1 repair inh	KCNH2 3.1 inh	RORg inh	Menin MLL FP TR	VP16 counter
COc1ccc2oc(C(=O)OCC(=O)Nc3cc(S(=O)(=O)N4CCOCC4)ccc3OC)c(C)c2c1	x	1%	4%	-15%	x	-3%	0%	-4	x	x	x
CCS(=O)(=O)c1ccc2oc(SCC(=O)N3c4ccccc4CC3C)nc2c1 (stereo unspecified)	-3%	3%	-4%	-2%	0%	-1%	23µM*	9	21%	0%	4%
CS(=O)(=O)c1ccc(Cl)c(NC(=O)COC(=O)c2ccc(-n3cnnn3)cc2)c1	x	-4%	-1%	-1%	x	0%	8%	-5	x	x	x
COCc1[nH]nc2c1C(c1c(F)cccc1Cl)C(C#N)=C(N)O2 (stereo unspecified)	-1%	-2%	3%	-1%	21%	-2%	-2%	0	u	-12%	18µM*
COC(=O)CC1C(=O)NCCN1C(=O)Nc1cccc(Cl)c1 (stereo unspecified)	-7%	-3%	-4%	-1%	-2%	1%	14%	-10	1%	7%	3%
CCOC(=O)c1cccnc1SCC(=O)NCc1ccccc1	0%	-1%	0%	-8%	-13%	4%	9%	-7	21%	-1%	10%
Cn1c(SCc2n[nH]c(=S)o2)nnc1-c1ccccc1	-14%	-1%	-6%	-1%	-1%	0%	0%	16	-6%	-7%	-7%
Cc1cc(C)c(S(=O)(=O)/N=C2\C=C(Nc3ccc(C(=O)O)cc3)C(=O)c3ccccc32)c(C)c1	u	-26%	-37%[inhibitor]	u	-15%	-28%	3.3µM*	-20	u	u	10µM*
Cc1ccccc1CN(CC1CCC(C(=O)O)CC1)C(=S)Nc1ccccc1F (stereo unspecified)	-17%	-7%	13%	-9%	-11%	0%	u	15	0%	21%	-6%
Cn1c(=O)n(Cc2ccc(Cl)cc2)c(=O)c2c1nc1n2CCN1Cc1ccco1	1%	7%	1%	0%	30%	-1%	26µM*	2	u	-2%	-1%
Cc1ccc(S(=O)(=O)N2CCCCC2)cc1C(=O)N(C)CC(=O)Nc1ccc(Cl)c(C(F)(F)F)c1	0%	-4%	1%	2%	8%	-1%	u	15	-1%	40%[activator]	u
CCOC(=O)c1ccccc1NS(=O)(=O)c1ccccc1	-3%	18%	3%	1%	7%	-2%	6%	1	5%	6%	7%
N/C(=N\OC(=O)/C=C/c1ccccc1)c1ccc(Br)cc1	-4%	1%	4%	-17%	1%	-3%	-2%	-2	-14%	5%	7%
NC(=O)C1CCN(C(=O)c2ccc3ccccc3c2)CC1	10%	-2%	-3%	-5%	x	-1%	u	5	u	9%	27%
O=C1CCC(=O)N1c1nc2n(n1)C(c1ccccc1)C=C(c1ccc(Br)cc1)N2 (stereo unspecified)	12%	0%	5%	0%	20%	-1%	3%	2	5%	1%	0%
CCOC(=O)CCSc1nc(C)c2cc(C)ccc2n1	6%	4%	22%	9.5µM*	-12%	16%	u	2	15%	-1%	16%
CN(CC(=O)NCc1ccc(F)cc1)S(=O)(=O)c1ccc(Br)s1	-2%	12%	-5%	-1%	0%	1%	2%	23	30%	3%	-5%
Cc1cccc(C(=O)NC2CCN(CC(=O)NCc3cccs3)CC2)c1	2%	6%	-4%	-2%	12%	-3%	-5%	7	5%	-16%	-19%
CC(C)N(CC(N)=O)C(=O)Cc1coc2cc3c(cc12)CCC3	-1%	-9%	-7%	6%	4%	-2%	-4%	-6	13%	-10%	-12%
O=C(Nc1ccccc1N1CCCCC1)c1ccc(Cl)cc1	1%	0%	5%	-15%	x	2%	16%	-7	5%	u	-21%
CCC(CC)C(=O)NCc1ccc2c(c1)cc(C)n2C	-3%	-1%	-5%	-3%	-3%	1%	-5%	11	-2%	-4%	-4%
COC(=O)c1cn(-c2ccccc2)c(C)c1C(=O)OC	u	6%	-7%	0%	6%	-2%	-8%	4	37%	11%	3%
N#CCCN(/N=C/c1cccnc1)C1=NS(=O)(=O)c2ccccc21	3%	23%	1%	4%	-9%	2%	11%	-18	16%	13%	-1%
O=C(O)c1ccc(Oc2cc(Oc3ccc(C(=O)O)cc3)cc([N+](=O)[O-])c2)cc1	u	1%	2%	-17%	-1%	1%	8%	-18	-3%	-6%	7%
NC(=O)N/N=C/c1ccc(-c2ccc([N+](=O)[O-])cc2)o1	u	4%	12%	-14%	3%	-1%	11%	6	-10%	x	-20%
O=C(NC1CCSc2ccccc21)c1cccc(OC(F)F)c1 (stereo unspecified)	-2%	17%	1%	-1%	6%	1%	-4%	-45	0%	3%	-3%
CCOC(=O)c1c(C)oc2cc(Cl)c(O)c(CN(C)C)c12	-3%	-1%	-7%	15µM*	2%	2%	u	4	5%	x	-11%
Cc1cc(C(=O)Nc2sc3c(c2C#N)CCC(C(C)(C)C)C3)no1 (stereo unspecified)	5%	3%	8%	u	-1%	1%	-3%	3	10%	-7%	-4%
O=C(c1cc(-c2cccs2)on1)N1CCN(c2ccccc2)CC1	9%	4%	2%	17µM*	-1%	-2%	7%	-8	34%	8%	0%
CC(C)c1ccccc1NC(=S)NC1CCCCC1	5%	3%	2%	0%	-6%	-4%	-19%	0	0.45µM*	-9%	10µM*
CC1CCCCN1Cc1nc2ccccc2c(=O)[nH]1 (stereo unspecified)	7%	2%	26%	-16%	1%	15%	u	-1	-1%	u	-2%
O=C1[C@@H]2C(c3ccccc3Cl)=NO[C@@H]2C(=O)N1Cc1ccccc1	-1%	0%	-6%	0%	-8%	-2%	7%	-19	-17%	-11%	-8%
O=C(NC1CCS(=O)(=O)C1)/C(=C/c1ccc(Cl)cc1)NC(=O)c1ccccc1 (stereo unspecified)	-2%	-10%	-1%	u	2%	-2%	-2%	-21	-2%	-5%	1%
COc1ccc(CC(=O)NC(C)c2nnc(SCC(=O)Nc3cc(C)ccc3OC)n2C)cc1 (stereo unspecified)	-2%	-2%	25%	-2%	-13%	0%	5%	-13	28%	-9%	-4%[10 µM]
Cc1oncc1C(=O)Nc1cccc(C#N)c1	-7%	0%	-2%	-1%	0%	-1%	u	-1	-19%	x	1%
Cc1ccc(NC2=NC(c3ccc(C)cc3)n3c(nc(C)cc3=O)N2)cc1 (stereo unspecified)	-1%	-2%	5%	1%	4%	3%	-14%	5	-4%	u	4%

Some values from the results shown:
Value of O=C1[C@@H]2C(c3ccccc3Cl)=NO[C@@H]2C(=O)N1Cc1ccccc1 in Mito fusion yeast: 0%
Value of O=C(NC1CCS(=O)(=O)C1)/C(=C/c1ccc(Cl)cc1)NC(=O)c1ccccc1 (stereo unspecified) in Rab9 prom act: -1%
Value of CC(C)c1ccccc1NC(=S)NC1CCCCC1 in FLuc modulator: 0%
Value of N#CCCN(/N=C/c1cccnc1)C1=NS(=O)(=O)c2ccccc21 in RORg inh: 16%
Value of COC(=O)c1cn(-c2ccccc2)c(C)c1C(=O)OC in Mito fusion yeast: 6%

Among those listed so far, 2 have an aryl methoxy group.
SMILES	MBNL1 CUG block	Mito fusion yeast	Rab9 prom act	FLuc modulator	PKM2 activator	NPC1 promoter act	ELG1 repair inh	KCNH2 3.1 inh	RORg inh	Menin MLL FP TR	VP16 counter
COc1ccc2oc(C(=O)OCC(=O)Nc3cc(S(=O)(=O)N4CCOCC4)ccc3OC)c(C)c2c1	x	1%	4%	-15%	x	-3%	0%	-4	x	x	x
COc1ccc(CC(=O)NC(C)c2nnc(SCC(=O)Nc3cc(C)ccc3OC)n2C)cc1 (stereo unspecified)	-2%	-2%	25%	-2%	-13%	0%	5%	-13	28%	-9%	-4%[10 µM]
